APJ antag: APJ receptor antagonism; P35414; CHO-K1 APJ beta-arrestin complementation, luminescence; inhibition, % at 20 µM; 330,000 tested, 0.32% active; AID 2521;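 active = inhibition above about 40% at 20 µM, limit read from the data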;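 also: cells challenged with 10 nM apelin-13 agonist together with compound; plate controls were apelin-13 plus DMSO wells for no effect and DMSO wells lacking apelin-13 for full effect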
Target sequence (P35414 whole entry, looked up): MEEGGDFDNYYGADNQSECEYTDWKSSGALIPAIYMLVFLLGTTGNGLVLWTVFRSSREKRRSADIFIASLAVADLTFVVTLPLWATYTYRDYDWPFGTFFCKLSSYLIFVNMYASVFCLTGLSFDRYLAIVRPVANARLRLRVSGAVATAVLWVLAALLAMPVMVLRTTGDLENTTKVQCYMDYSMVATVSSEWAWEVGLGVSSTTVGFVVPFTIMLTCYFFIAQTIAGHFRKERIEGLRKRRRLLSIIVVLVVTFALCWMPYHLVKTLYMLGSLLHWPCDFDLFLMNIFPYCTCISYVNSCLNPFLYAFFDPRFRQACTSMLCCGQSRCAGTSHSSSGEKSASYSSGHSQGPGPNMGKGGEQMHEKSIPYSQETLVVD
beta cell repl: induces beta-cell replication in MIN6 cells; proliferation, % at 10 µM; MIN6 cells proliferation, ATPlite luminescence, 48 h; cells starved in 0.2% serum; 100% = growth in 10% serum; 330,000 tested, 0.29% active; AID 2380;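 active = compounds whose signal lies at least 3.5 SD above the mean of all wells on their plate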;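 also: 0% = DMSO-treated cells in low-serum medium and 100% = 10% serum control; some compounds called inactive have numbers as strong as hits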
APJ agonist: activates the human apelin receptor APJ | 330,000 tested, 0.11% active | activation, % at 20 µM | CHO-K1 APJ PathHunter beta-arrestin, luminescence; 0% DMSO wells, 100% apelin | P35414 | AID 2520;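 active = activation more than six SD over the plate average, tested at 20 µM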;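 also: 0% = DMSO alone and 100% = apelin-13 at 10 nM; some results filed as inactive read as strong as hits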
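Test system: CHO-K1 APJ beta-arrestin complementation cell line. Amount: cell density 1000 per well. Controls: DMSO negative, 10 nM Apelin-13 positive. Signal: luminescent beta-gal fragment complementation, chemiluminescent substrate. Read-out basis: agonist-driven arrestin binding to APJ. Timing: compound stimulation 90 min at 25 °C, detection 60 min.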
tim10-1 inh: inhibits growth of tim10-1 mutant yeast. 330,000 tested, 2.2% active. inhibition, % at 20 µM. S. cerevisiae tim10-1 ts strain growth, BacTiter-Glo, 24 h;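 active = inhibition of at least 40%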;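 also: mutant grown at 25 °C; 0% = DMSO wells with yeast and 100% = wells holding no yeast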
tim23-1 inh: inhibits growth of tim23-1 mutant yeast. 330,000 tested, 1.3% active. inhibition, % at 20 µM. S. cerevisiae tim23-1 growth, BacTiter-Glo luminescence, 24 h;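 active = growth inhibition of the mutant yeast at or above 50%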;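 also: temperature-sensitive mutant grown at 25 °C; plate controls were DMSO-treated mutant yeast for no effect and medium wells lacking yeast for full effect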
NR3A LBD binder: modulates the human NR3A ligand-binding domain; NR3A LBD differential scanning fluorimetry, Tm shift; 0% = protein alone, 100% = glycine-bound protein; AID 1259313; 340,000 tested, 2.5% active; Tm shift relative to glycine control, % at 25 µM;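 active = melting temperature shift of at least 10% of the positive control shift, at one fixed dose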
MPTP inh: permeability transition pore inhibition; inhibition, % at 10 µM; 360,000 tested, 1.4% active; AID 602449; isolated mouse mitochondria, Ca2+ swelling absorbance, 30 min;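 active = inhibition of 50% or more, scaled per plate between neutral and stimulator controls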;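 also: 0% = DMSO wells given calcium and 100% = 1 mM EGTA wells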
TIM10 inh: TIM10 yeast growth inhibition. inhibition, % at 10 µM. S. cerevisiae TIM10 strain growth, BacTiter-Glo luminescence, 24 h. 330,000 tested, 1.4% active. AID 463195;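 active = inhibition of 40% or more at the single tested concentration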;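 also: wild-type TIM10 isogenic control strain grown at permissive 25 °C; 0% = DMSO yeast wells and 100% = minimal medium wells without yeast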
NALP3 yeast inh: NALP3 inhibition in yeast | AID 2825 | inhibition, % at 10 µM | Yeast reconstituted NLRP3/ASC/caspase-1, beta-gal luminescence, 24 h | 330,000 tested, 0.39% active;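 active = inhibition of 50% or more; inactive = inhibition below 50%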;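 also: plate controls were induced DMSO wells for no effect and uninduced yeast grown without galactose for full effect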
* = called active by the depositor; . = no result given.

SMILES	APJ antag	beta cell repl	APJ agonist	tim10-1 inh	tim23-1 inh	NR3A LBD binder	MPTP inh	TIM10 inh	NALP3 yeast inh
Cc1ccc(-c2nc(C(=O)O)cs2)cc1	8.8	2.7	-4.2	3.1	7.9	0.0	2.6	2.0	0.2
Cc1ccc(Nc2nnc(SCC(=O)Nc3ccccc3[N+](=O)[O-])s2)cc1	-7.4	0.0	0.2	10.8	-6.4	-4.2	0.9	10.8	2.7
COc1ccc(-c2nnc(SCC(=O)NC3CCCCC3)o2)cc1	-8.7	-1.9	-0.3	5.4	2.6	-4.9	-0.2	-8.0	28.9
Cc1ccc2cc(CN(CC3CCCO3)C(=S)Nc3ccccc3)c(=O)[nH]c2c1 (stereo unspecified)	1.7	-2.9	-5.4	44.2*	40.7	-1.8	1.0	15.1	8.9
CC(C)OC(=O)CSc1nc2ncccc2[nH]1	-16.0	0.4	6.5	7.5	12.0	-5.7	-1.2	-3.9	11.0
Cc1ccc(C(O)CSc2nnc(-c3ccc4ccccc4c3)n2C)cc1 (stereo unspecified)	15.5	-2.3	-2.7	28.8	41.3	1.7	3.5	27.0	18.1
CC(C)(C)OC(=O)C[C@H]1C/C=C\C[C@H](CC(=O)N(CCO)Cc2ccccc2)C(=O)N[C@@H](c2ccccc2)COC1=O	-0.4	1.4	-0.4	8.1	3.9	-1.3	0.5	-2.6	7.4
COc1ccccc1CCNC(=O)c1ccccc1SCC(=O)N1CCCC1	5.2	-2.0	-2.9	5.3	-1.3	2.3	-0.2	-5.0	6.9
COc1ccc(NC(=O)N(C)C[C@H]2Oc3c(NC(=O)NC4CCCCC4)cccc3C(=O)N([C@H](C)CO)C[C@@H]2C)cc1	10.7	-1.2	-2.9	2.1	1.4	2.1	0.3	-2.3	10.3
Cc1ccc2c(c1)N(S(=O)(=O)c1ccc3c(c1)NC(=O)CC(=O)N3)CCO2	5.2	-3.0	-2.6	-4.4	3.3	2.2	0.1	2.1	-9.9
COCCn1c(=NC(=O)CSC(C)=O)sc2cc(F)ccc21	30.1	-2.6	-4.9	17.7	13.5	1.4	0.4	4.0	7.0
CCC(NC(=O)NCc1ccccc1)(C(F)(F)F)C(F)(F)F	-16.8	-3.8	0.8	16.5	23.1	-0.4	-3.6	-1.3	10.8
O=C(CCc1nc2ccccc2c(=O)[nH]1)Nc1nc(-c2cccs2)cs1	14.3	-0.2	-1.9	-16.3	1.6	.	0.1	-8.6	-7.9
CCCCN(C(=O)CCNC(=O)NC12CC3CC(CC(C3)C1)C2)c1c(N)n(CCC)c(=O)[nH]c1=O	-64.6	-0.3	1.1	6.4	13.7	3.7	-1.7	-0.3	11.4
Cc1sc(NC(=O)CSc2nnc(-c3ccccc3)o2)c(C#N)c1C	3.7	-4.2	0.8	17.2	10.4	-7.7	6.8	-7.8	8.0
CCOC(=O)c1cnc2ccc(C(=O)OC)cc2c1Nc1ccc(C(=O)O)cc1	11.8	2.1	-1.8	-6.3	6.6	-0.4	0.2	-0.2	12.9
O=C(O)C1CCN(C(=O)c2cccc3ccccc23)CC1	2.0	-2.3	0.0	-15.8	8.0	-1.3	-1.7	-8.8	0.3
CCn1cc(C(=O)O)c(=O)c2cc(F)c(N3CCN(C(=S)NC(=O)c4ccc(F)cc4)CC3)cc21	-4.4	0.4	-4.7	-5.3	7.0	2.1	6.1	-31.0	16.0
O=C(Nc1cc2c3c(c1)CC(=O)N3CCC2)c1ccc(Cl)cc1	21.9	-2.0	10.5	-20.7	2.9	0.3	-1.5	-3.1	12.9
COc1ccc2oc(C(=O)OCC(=O)N(Cc3ccccc3)C(C)C)c(C)c2c1	15.1	-5.5	1.1	7.0	33.3	0.2	-0.4	16.9	31.2
CCOC(=O)c1c(NC(=O)/C=C/C(=O)O)sc(C)c1-c1ccc(C(C)(C)C)cc1	29.1	-5.4	-0.3	-9.6	-14.3	-1.2	-2.7	-10.4	4.9
O=C1c2ccccc2NC(c2ccncc2)N1c1ccccn1 (stereo unspecified)	-4.5	-3.5	1.1	21.4	11.6	0.1	0.1	9.2	-5.8
COc1cccc(NC(=O)Cn2c(=O)oc3cc(S(=O)(=O)N4CCCC4)ccc32)c1	-5.5	-2.6	-4.4	6.2	6.3	-1.6	2.6	10.6	12.9
C#Cc1ccc(CN2CCCC(C(=O)Nc3ccccc3Oc3cccnc3)C2)cc1 (stereo unspecified)	11.5	-0.6	1.8	10.4	17.8	1.2	-0.9	10.7	3.8
C/C(=N\Nc1ccc([N+](=O)[O-])cc1)c1ccc(O)cc1	28.6	-0.8	-4.2	43.6*	69.9*	22.8*	-1.4	23.8	-5.3
CCOC(=O)c1c(NC(=O)c2ccco2)sc(C(=O)N2CCCC2)c1C	10.1	-0.4	4.4	0.1	3.8	-0.8	1.8	-15.0	15.8
CCc1ccc(NC(=O)CSc2nc(=O)n3cc(C)ccc3n2)cc1	16.5	5.3	1.5	10.6	11.2	1.2	-1.4	-1.0	8.1
CCOC(=O)c1sc(=S)n(-c2ccccc2Cl)c1SC	11.7	-0.3	-7.7	1.3	32.8	0.4	1.7	23.7	9.1
COCCn1c(=O)[nH]c2cc(C(=O)NCCc3ccc(OC)c(OC)c3)ccc2c1=O	6.0	0.1	4.4	13.0	2.2	0.2	-1.9	-2.2	1.5
COc1ccc(OC)c(CN2CCCC(CCC(=O)N(C)CCc3ccccn3)C2)c1 (stereo unspecified)	-4.7	1.2	-4.2	-6.6	1.4	2.7	-1.9	-15.9	2.0
CCNC(=O)C(=O)NCC1OCCCN1S(=O)(=O)c1ccc(F)cc1C (stereo unspecified)	-29.7	0.5	3.5	19.0	4.2	-1.3	-0.7	5.4	8.6
COc1ccc2oc(C)c(C(=O)Cn3ccnc3)c2c1	11.6	-2.7	0.9	8.6	8.1	0.9	-3.9	-9.7	11.2
CC(C)c1cc2c(c(O)c1O)[C@@]13CCCC(C)(C)C1CC2OC3=O (stereo partly specified)	-118.1	-6.0	-0.5	42.6*	27.7	-6.3	6.7	12.7	30.4
O=C(CC1SC(=Nc2ccc3c(c2)OCCO3)NC1=O)Nc1ccc(F)cc1F (stereo unspecified)	19.4	1.1	-6.6	21.0	-0.5	-3.0	0.8	7.1	-1.0
Cn1c(COc2cccc3cccnc23)nnc1SCC(=O)O	-4.9	-1.5	-2.5	7.9	0.5	-0.9	-3.2	-7.3	12.7
CC(=O)O/N=C(\N)c1ccc(-c2csnn2)cc1	-16.6	-0.7	7.5	18.1	-10.2	-0.3	1.1	-4.9	27.1
CCN(CC)c1ccc(-n2c(C)cc(C=O)c2C)cc1	-5.7	-4.7	-1.2	17.2	12.5	0.9	2.9	-1.8	39.9
COc1ccc(OC)c(-n2cc3c(=O)n(C)c(=O)n(C)c3c2)c1	-41.6	-1.8	4.0	12.3	15.5	-0.2	1.8	-2.2	4.3
COC(C[C@@H]1O[C@@H]1[C@@H](O)[C@@H](C)OCc1ccccc1)OC	11.6	-2.7	-3.0	-3.5	-11.3	-1.3	0.1	-0.4	7.6
COc1ccccc1NC(=O)CC(NCCN(C)C)C(=O)O (stereo unspecified)	-2.5	1.2	-2.2	12.4	-0.3	-1.2	-1.6	-21.3	5.7
COc1ccccc1C1CCN(C(=O)c2ccc(Cl)cc2)CC1	5.9	-3.8	-0.3	-3.5	18.7	-0.7	-0.8	-23.4	-6.0
COc1cc(/C=C(/NC(=O)c2ccc(Cl)cc2Cl)C(=O)O)cc(OC)c1OC	1.5	0.0	-2.5	-1.5	-5.0	-6.4	0.3	-6.2	5.9
Cc1ccc(N/N=C2/CCCNC2=O)cc1	8.2	-2.3	-6.7	8.8	2.4	1.4	-0.4	14.9	28.9
Cn1c(=O)c2sccc2n(Cc2cccc(Br)c2)c1=O	13.7	-1.4	1.7	14.9	36.5	0.0	1.3	11.0	20.6
CN(C)C(=O)CSc1nnc(Cc2ccccc2)n1Cc1ccco1	-12.1	-1.8	-3.6	15.4	12.9	-0.8	2.2	0.5	16.5
CN(NC(=O)c1ccc(Cl)cc1)c1cccc(Cl)n1	-8.9	-1.4	-3.3	28.4	31.2	-0.8	0.2	-1.6	9.7
COc1cc([N+](=O)[O-])c(OC)cc1SCc1n[nH]c(=S)n1-c1ccc(C)cc1	2.6	-1.8	1.8	6.3	19.7	11.9*	2.9	1.3	16.7
Cc1ccc(OCc2nnc(SCc3nc4ccccc4[nH]3)n2Cc2ccco2)cc1	-11.2	-3.5	3.1	28.6	33.0	-0.2	3.9	-0.3	14.0
O=C1C=C(NCc2ccncc2)CC(c2ccccc2)C1 (stereo unspecified)	9.9	-1.0	-1.2	-15.6	-9.8	-2.3	1.6	2.6	8.0
CCCNC(=O)c1ccccc1NC(=O)CN(c1ccccc1)S(=O)(=O)N(C)C	-6.9	-0.7	-0.9	6.5	16.0	1.4	-0.4	4.7	-1.1
CCN(CC)c1cc(C)c2cc(NC(=O)CNC(C)=O)ccc2n1	-14.8	-3.4	1.6	14.9	0.6	0.3	2.0	10.7	4.9
CCOc1ccc(CNC(=O)NS(=O)(=O)c2ccc(OC)cc2)cc1	29.3	-3.6	-2.3	10.8	-1.1	-0.8	-1.1	-6.7	12.1
O=C(O)C1CSC(c2ccccc2)N1C(=O)c1ccco1 (stereo unspecified)	0.0	-0.2	1.3	10.4	7.3	1.8	-0.2	-12.6	14.1
C=C(C)CNC(=O)CCc1nnc(C2(c3ccc(Cl)cc3)CCC2)o1	1.9	1.4	1.3	14.1	30.2	-5.3	0.6	17.5	12.8
Cn1nnnc1SCC(=O)Nc1ccc2c(c1)OCO2	5.9	-3.0	-2.0	-5.3	7.7	0.2	0.2	-8.4	5.0
CC(=O)OCCCNc1cc(Sc2ccc(C)cc2)c2nonc2c1[N+](=O)[O-]	71.0*	-6.8	-7.7	-18.7	-8.4	1.5	8.0	-3.9	42.5
Cc1nnc(N/N=C/c2cccc(C(F)(F)F)c2)n1N	-6.2	-1.7	2.4	12.9	7.4	0.5	-1.7	18.4	-3.8

Screening data: PubChem BioAssay, Sanford-Burnham Center for Chemical Genomics

This is a random part of the collection; overall some 7.2% were active at least once.
